MgcRacGAP inhibition: MgcRacGAP GTPase-activating activity inhibitors, confirmation, biochemical, ADP Hunter fluorescence. MgcRacGAP-stimulated Rac1 GTP hydrolysis, ADP Hunter fluorescence; higher % means a stronger effect; GST-tagged Rac1 F28L mutant substrate. inhibition, % at 30 µM; hits with a dose series show IC50 in µM. 340,000 tested, 0.6% active. AID 624330;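 active means first-screen hits whose inhibition reached a set limit at any dose in the follow-up dose series; inconclusive means inhibition above the set first-screen limit but never retested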;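 further: fluorescence reports GDP produced by GAP-driven GTP hydrolysis; strong numbers were not always called active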
Dengue-2 NS5 capping: Dengue-2 NS5 methyltransferase inhibitors, primary screen, biochemical, confirmation dose response (AID 588689); inhibition, % at 25 µM, or IC50 in µM where a hit was titrated; 340,000 tested, 0.3% active; Dengue-2 NS5 methyltransferase capping enzyme assay, biochemical; higher % means a stronger effect; in the data active means a potency from the dose series; inconclusive means inhibition above about 29% without an active follow-up result
Dengue-2 NS5 capping pilot replicate: further read-out of Dengue-2 NS5 capping, marked with its call; inhibition, %; measured here: pilot screen replicate inhibition
The depositor's hits bear a star; ? = inconclusive. Some of the compounds tested; count on the stated rates, not on these rows.

The opening 2 entries (preview)
SMILES	MgcRacGAP inhibition	Dengue-2 NS5 capping	others
CC(C)(C)[C@H]1COC(=O)CCC/C=C/C[C@H](CC(=O)NCCO)C(=O)N1	7.5%	0.0%
CSc1ncnc2c1ncn2CCCNCCCc1ccccc1	17.5%	5.7%

Main list, from the start:
SMILES	MgcRacGAP inhibition	Dengue-2 NS5 capping	others
CC(C)(C)[C@H]1COC(=O)CCC/C=C/C[C@H](CC(=O)NCCO)C(=O)N1	7.5%	0.0%
CSc1ncnc2c1ncn2CCCNCCCc1ccccc1	17.5%	5.7%
CN(CC(=O)N1CCN(Cc2ccccc2)CC1)C(=O)Cc1ccc(Cl)c(Cl)c1	1.2%	-3.2%
CC(OC(=O)CCN1C(=O)C2CC=CCC2C1=O)C(=O)Nc1ccc(F)cc1 (stereo not drawn)	1.8%	-2.2%
CC(=O)Oc1cc(C(=O)OCC(=O)NC23CC4CC(CC(C4)C2)C3)cc(OC(C)=O)c1OC(C)=O	-0.8%	1.5%
O=C(Nc1ccc(S(=O)(=O)NC2=NCCCCC2)cc1)c1cccc(OC(F)F)c1	0.0%	-1.1%
Cc1nc2ccc(NC(=O)c3ccccc3)cc2c(=O)n1Cc1ccc(F)cc1	12.7%	-4.6%
Cc1cc(C)n2nc(SCC(=O)N3CCN(c4ccccc4)CC3)nc2n1	16.6%	-5.4%
COc1cc(OC)c(NC(=O)CC2SC(N)=NC2=O)cc1Cl (stereo not drawn)	0.7%	0.6%
CC1=C(C(=O)N2CCOCC2)CC(CC(=O)NC2CCCC2)C(=O)N1Cc1ccc(C(C)(C)C)cc1 (stereo not drawn)	7.9%	7.2%
COCc1c(C(=O)OCc2nnc(-c3ccc([N+](=O)[O-])cc3)o2)oc2ccccc12	3.4%	3.9%
NC1(C(=O)O)CCCCC1c1ccccc1 (stereo not drawn)	3.2%	7.2%
CC(C)[Si]1(C(C)C)OCC2OC(n3cnc4c(N)ncnc43)C(N)C2O[Si](C(C)C)(C(C)C)O1 (stereo not drawn)	5.2%	-6.6%
COc1cc(Cl)c(C)cc1NC(=O)CN(C)C1CCS(=O)(=O)C1 (stereo not drawn)	-3.2%	-6.8%
Nc1ccc2c(c1)[nH]c(=O)c1ccccc12	21.4%	5.0%
CC(=O)Nc1ccc(C=CC=Cc2cccc([N+](=O)[O-])c2)cc1	27.7%	-10.4%
CC(=O)Nc1ccc2c(c1)[nH]c(=O)c1ccccc12	6.9%	4.8%
O=C(Nc1cc(C2CC2)nn1-c1ccccc1)c1ccc(F)cc1	10.7%	-4.9%
O=C(CSc1nnnn1C1CC1)Nc1cc(S(=O)(=O)N2CCCC2)ccc1Cl	-0.2%	-6.6%
CCCN1Cc2cccc(C(=O)Nc3ccc(OC)c(OC)c3)c2C1=O	-1.1%	-9.4%
C/C=C/c1cnc2c(c1)C(=O)N([C@H](C)CO)C[C@@H](C)[C@@H](CN(C)C(=O)NC1CCCC1)O2	4.1%	-4.1%
CCCc1c(C(=O)N/N=C(\C)c2ccc(CC(C)C)cc2)nnn1-c1nonc1N	0.8%	-1.1%
COc1cccc(CN(C)C(=O)c2ccc(S(=O)(=O)Nc3ccccc3F)cc2)c1OC	4.5%	-10.8%
Cc1cc(C(=O)COC(=O)Cc2c(F)cccc2Cl)c(C)n1C	8.1%	2.3%
Cc1c(N=O)c(-c2ccccc2)n(O)[n+]1[O-]	7.4%	0.0%
O=C(COC(=O)/C=C/c1ccc(Br)o1)Nc1cccc(S(=O)(=O)N2CCOCC2)c1	6.1%	-5.4%
Cc1cccc(-n2ncc3c2CCCC3NC(=O)c2cccs2)c1C (stereo not drawn)	10.1%	2.9%
CCCc1cc(=O)[nH]c(SCC(=O)Nc2cc(S(=O)(=O)N3CCOCC3)ccc2Cl)n1	2.1%	4.0%
CCCCN1C(=O)C(CC(=O)NCc2cccc3ccccc23)CC(C(=O)N(CC)CC)=C1C (stereo not drawn)	8.1%	-1.2%
C[C@H](CO)N1C[C@H](C)[C@@H](CN(C)C(=O)Nc2ccc3c(c2)OCO3)Oc2c(NC(=O)Nc3ccc(C(F)(F)F)cc3)cccc2C1=O	8.9%	-9.9%

An excerpt from above in order of length of the SMILES, rising.
SMILES	MgcRacGAP inhibition	Dengue-2 NS5 capping	others
NC1(C(=O)O)CCCCC1c1ccccc1 (stereo not drawn)	3.2%	7.2%
Nc1ccc2c(c1)[nH]c(=O)c1ccccc12	21.4%	5.0%
Cc1c(N=O)c(-c2ccccc2)n(O)[n+]1[O-]	7.4%	0.0%
CC(=O)Nc1ccc2c(c1)[nH]c(=O)c1ccccc12	6.9%	4.8%
Cc1cccc(-n2ncc3c2CCCC3NC(=O)c2cccs2)c1C (stereo not drawn)	10.1%	2.9%
O=C(Nc1cc(C2CC2)nn1-c1ccccc1)c1ccc(F)cc1	10.7%	-4.9%
CCCN1Cc2cccc(C(=O)Nc3ccc(OC)c(OC)c3)c2C1=O	-1.1%	-9.4%
COc1cc(Cl)c(C)cc1NC(=O)CN(C)C1CCS(=O)(=O)C1 (stereo not drawn)	-3.2%	-6.8%
CC(=O)Nc1ccc(C=CC=Cc2cccc([N+](=O)[O-])c2)cc1	27.7%	-10.4%
O=C(CSc1nnnn1C1CC1)Nc1cc(S(=O)(=O)N2CCCC2)ccc1Cl	-0.2%	-6.6%
CCCc1c(C(=O)N/N=C(\C)c2ccc(CC(C)C)cc2)nnn1-c1nonc1N	0.8%	-1.1%
COc1cccc(CN(C)C(=O)c2ccc(S(=O)(=O)Nc3ccccc3F)cc2)c1OC	4.5%	-10.8%
CCCCN1C(=O)C(CC(=O)NCc2cccc3ccccc23)CC(C(=O)N(CC)CC)=C1C (stereo not drawn)	8.1%	-1.2%
CCCc1cc(=O)[nH]c(SCC(=O)Nc2cc(S(=O)(=O)N3CCOCC3)ccc2Cl)n1	2.1%	4.0%
CC(C)[Si]1(C(C)C)OCC2OC(n3cnc4c(N)ncnc43)C(N)C2O[Si](C(C)C)(C(C)C)O1 (stereo not drawn)	5.2%	-6.6%
C/C=C/c1cnc2c(c1)C(=O)N([C@H](C)CO)C[C@@H](C)[C@@H](CN(C)C(=O)NC1CCCC1)O2	4.1%	-4.1%
C[C@H](CO)N1C[C@H](C)[C@@H](CN(C)C(=O)Nc2ccc3c(c2)OCO3)Oc2c(NC(=O)Nc3ccc(C(F)(F)F)cc3)cccc2C1=O	8.9%	-9.9%

Additional records
SMILES	MgcRacGAP inhibition	Dengue-2 NS5 capping	others
COc1ccc(Cl)cc1NC(=O)CN1C(=O)NC(Cc2c[nH]c3ccccc23)C1=O (stereo not drawn)	-3.8%	-6.2%
CCN(CC)C1CCN(C(=O)c2ccc(OC3CCN(C(=O)CCOC)CC3)cc2)C1 (stereo not drawn)	-24.6%	1.1%
COc1cccc2c1C1(O)C2CCCCCCCCCC12OCCCO2 (stereo not drawn)	0.6%	0.4%
CC(C)(C)c1ccc(C(=O)NC(=O)COC(=O)c2ccco2)cc1	4.1%	-2.9%
COc1cccc(C#Cc2ccc3c(c2)O[C@@H](CN(C)C(=O)c2ccccn2)[C@@H](C)CN([C@H](C)CO)S3(=O)=O)c1	7.7%	-9.8%
O=c1c(-c2c(O)cc(O)c3c2O[C@H](c2ccc(O)cc2)CC3)c(-c2ccc(O)cc2)oc2cc(O)cc(O)c12	11.5%	-12.0%
COC(=O)[C@]1(C)N[C@H](c2ccc(-c3cccc(Cl)c3)c(OC)c2)[C@@H]2C(=O)N(C)C(=O)[C@@H]21	5.6%	-4.8%
CC(=O)C1CCC2C3CCC4=CC(=O)CCC4(C)C3(Br)C(=O)CC12C (stereo not drawn)	-32.0%	37.9%
O=c1c2ccccc2oc2cc(Br)ccc12	1.3%	2.3%
NC(=O)CC[C@H](NC(=O)c1ccc(F)cc1)C(=O)OCC(=O)NCc1ccc2c(c1)OCO2	-3.0%	-2.4%
CC(=O)Nc1ccc(C=NNC(=O)CCCC(=O)NN=Cc2ccc(NC(C)=O)cc2)cc1	-2.5%	-1.6%
COc1ccc(Sc2ccc(-c3nc4cnccn4c3NC3CCCCC3)cc2OC)cc1	4.0%	2.4%
Cc1ccc(S(=O)(=O)N(C)C[C@@H]2OCc3cnnn3CCCC(=O)N([C@@H](C)CO)C[C@@H]2C)cc1	10.6%	5.0%
C#CCOCCOCCOCCNc1nc(N2CCN(C(=O)[C@H](CCC(=O)O)n3cc(CN)nn3)CC2)nc(N2CCN(C(=O)[C@H](CCCCN)n3cc([C@@H](N)CC(N)=O)nn3)CC2)n1	8.5%	1.3%	Dengue-2 NS5 capping pilot replicate=1.2
CC(C)(C)OC(=O)C[C@@H]1C/C=C\C[C@@H](CC(=O)NCCO)C(=O)NCCOC1=O	-12.9%	2.5%
CCOC(=O)CCCCCC(=O)Nc1ccc2c(c1)C(=O)N([C@@H](C)CO)C[C@H](C)[C@H](CN(C)C(=O)Nc1ccc(F)cc1)OCCCC[C@H](C)O2	18.0%	-4.0%
Cn1c(=O)c2c(nc(C3CC4C5CCC(C5)C4C3)n2C)n(C)c1=O (stereo not drawn)	5.5%	8.1%
CCOC(=O)CCCCCC(=O)Nc1ccc2c(c1)C(=O)N([C@H](C)CO)C[C@@H](C)[C@H](CN(C)S(=O)(=O)c1cn(C)cn1)O2	8.4%	-2.5%
COc1ccc(S(=O)(=O)Nc2ccc(-n3cnnn3)cc2)cc1Br	2.3%	-2.2%
CCOc1cccc(CN2CCC(Oc3ccc(C(=O)N4CCCC4)cc3)CC2)c1O	5.5%	1.6%
C=CCC[C@@H](Cc1ccc(F)cc1)C(=O)OC[C@@H](Cc1ccccc1)NC(=O)[C@H](CC=C)CC(=O)NCCO	-3.1%	-6.6%	Dengue-2 NS5 capping pilot replicate=-5.8
COc1ccc(-c2oc(=O)c3cc(OC)c(OC)cc3c2C#CCCCO)cc1	1.1%	14.1%
COc1ccc(NC(=O)COC(=O)CNC(=O)C2CCCCC2)cc1OC	-0.3%	7.4%
CCN(CC)C(=O)C1=C(C)N(Cc2ccc(OC)cc2)C(=O)C(CC(=O)NCCCN(C)C)C1 (stereo not drawn)	4.3%	-5.2%
CC(=O)NC(CC(C)C)C(=O)NC(Cc1ccccc1)C(=O)CCl (stereo not drawn)	4.9%	-8.5%
CC(C)(C)Cc1c(-c2ccc(F)cc2)nc2ccc(Cl)cn12	5.2%	1.1%
COc1ccc(S(N)(=O)=O)cc1C(=O)OCC(=O)Nc1ncc(Cl)c(C)c1Cl	3.0%	-8.8%
C[C@H](CO)N1C[C@H](C)[C@H](CN(C)C(=O)CC2CC2)Oc2cc(Br)ccc2S1(=O)=O	4.8%	-5.8%
N#CC1C(=O)NC(=O)C(C#N)C12CCCC(C(F)(F)F)C2 (stereo not drawn)	7.4%	0.4%
OC(CNC1CCCCC1)CON=C1CCSc2c(Cl)cccc21 (stereo not drawn)	?	1.1%
CCCc1cc(=O)[nH]c2nnc(SCC(=O)Nc3nnc(CC)s3)n12	3.5%	-2.9%
Cc1ccc(S(=O)(=O)N2CCN(C(=O)COC(=O)CNC(=O)c3ccccc3F)CC2)c(C)c1	2.6%	-6.8%
C=CCC[C@@H](Cc1ccc(F)cc1)C(=O)OC[C@@H](C)NC(=O)[C@@H](CC=C)CC(=O)N[C@H](CO)Cc1ccccc1	5.2%	-0.8%
c1ccc2c(c1)Nc1cc3ccccc3cc1O2	-1.2%	-5.7%
C[C@H](CO)N1C[C@H](C)[C@@H](CN(C)C(=O)Nc2ccc(C(F)(F)F)cc2)Oc2ccc(NC(=O)Nc3ccc(C(F)(F)F)cc3)cc2C1=O	7.4%	-10.7%
COc1ccc2c(c1)C(CC(=O)NN)CCC2 (stereo not drawn)	-4.9%	1.5%
O=C(NCc1nnnn1-c1ccc(Cl)cc1)C1CC(=O)N(c2ccc(F)cc2)C1 (stereo not drawn)	11.5%	1.1%
O=C(NCc1cccnc1)c1cccc(S(=O)(=O)Nc2ccc(F)cc2)c1	11.0%	-5.8%
Cc1cccc(C(=O)OCC(=O)N2c3ccccc3CC2C)c1C (stereo not drawn)	16.9%	3.3%
Cc1ccc(NC(=O)C2CCN(S(=O)(=O)c3cc([N+](=O)[O-])ccc3Cl)CC2)nc1	2.5%	0.0%
CCOC(=O)c1ccc(S(=O)(=O)N2CCN(C/C=C/c3ccccc3)CC2)cc1	2.8%	-1.5%
COc1ccc(S(=O)(=O)Nc2ccc3c(c2)C(=O)N([C@H](C)CO)C[C@H](C)[C@@H](CN(C)S(=O)(=O)c2ccc(OC)cc2)O3)cc1	5.8%	-3.5%
Cc1cc(C)c(NS(=O)(=O)c2ccc3c(c2)oc(=O)n3C)c(C)c1	12.5%	5.5%
COc1ccc(CC(=O)N(C)c2ccccc2)cc1S(=O)(=O)N1CCOCC1	9.6%	-3.4%
N#CC(=C(O)CN1CCN(c2ccccc2F)CC1)c1nc(-c2ccc(Cl)cc2)cs1	4.2%	-3.9%
O=Nc1ccc(NO)c2ccccc12	19.6%	-1.1%
O=C1CCC[C@@H]2Cc3nc4cc5c(cc4cc3[C@@H]3CCN1[C@H]23)OCO5	0.7%	1.6%
O=S1(=O)c2c(Oc3cccc4ccccc34)cccc2OC(COCc2ccccc2)CN1C1CCCC1 (stereo not drawn)	10.3%	-5.9%
NC(=S)N1N=C(c2ccccc2)CC1=O	6.6%	-7.7%
COc1ccc(Cl)cc1C(=O)OCC(=O)c1c(N)n(C)c(=O)n(C)c1=O	6.6%	2.9%

Bioassay records from PubChem.
